Assay outcomes as filed in PubChem.
NTMT1 inhibitor: inhibitors of human N-terminal methyltransferase NTMT1. Potency, µM (titrated, usually from 114 µM), for inactives: top-dose activity change, negative = inhibition, usual class: inhibitors. NTMT1 MTase-Glo SAH luminescence, purified enzyme. hit rate 2.5% among 59,000. Q9BV86;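 also: plate controls were DMSO vehicle for no effect and no enzyme for full effect; nearly all actives have a fitted effect of over 65% in size; many of its hits are not listed in these tables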
Target sequence (Q9BV86 whole entry, looked up): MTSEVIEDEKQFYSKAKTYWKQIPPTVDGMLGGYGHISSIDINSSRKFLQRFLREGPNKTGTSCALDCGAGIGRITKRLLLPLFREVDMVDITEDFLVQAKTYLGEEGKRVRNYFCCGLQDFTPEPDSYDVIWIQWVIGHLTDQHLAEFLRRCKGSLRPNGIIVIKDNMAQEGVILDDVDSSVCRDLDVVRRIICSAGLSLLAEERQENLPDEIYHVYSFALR
FH mod: Identification of activators of human fumarate hydratase by quantitative high-throughput screening; Fumarate hydratase, mitochondrial (Homo sapiens), P07954; FH coupled MDH/diaphorase resazurin fluorescence, 15 min; Potency, µM (doses to about 79.9 µM), for the others: top-dose activity change, negative = inhibition, hits mostly inhibitors; hit rate 0.22% among 54,000; also: the screen sought activators but most active calls are inhibition curves; nearly all actives have a fitted effect of over 45% in size
Target sequence (P07954 whole entry, looked up): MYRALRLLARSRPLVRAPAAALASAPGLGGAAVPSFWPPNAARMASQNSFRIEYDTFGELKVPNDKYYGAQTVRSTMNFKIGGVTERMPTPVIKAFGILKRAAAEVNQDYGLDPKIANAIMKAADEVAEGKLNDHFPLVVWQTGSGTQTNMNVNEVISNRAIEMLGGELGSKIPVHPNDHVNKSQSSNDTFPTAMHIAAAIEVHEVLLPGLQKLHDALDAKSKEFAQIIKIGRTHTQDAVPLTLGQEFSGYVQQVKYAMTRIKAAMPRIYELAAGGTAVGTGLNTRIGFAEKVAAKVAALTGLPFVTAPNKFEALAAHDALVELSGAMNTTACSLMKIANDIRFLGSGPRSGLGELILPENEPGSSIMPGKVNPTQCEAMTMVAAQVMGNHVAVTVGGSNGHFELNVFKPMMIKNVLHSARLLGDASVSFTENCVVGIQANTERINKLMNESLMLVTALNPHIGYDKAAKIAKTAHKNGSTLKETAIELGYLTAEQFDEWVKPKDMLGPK
p53null 39C tox: kills p53 null cells at the nonpermissive temperature | H1299 p53-null (neo) cells, 39C, ATPlite viability, 24 h | Potency, µM (titrated, usually from 46.1 µM), for inactives: at the top dose activity, negative = cell killing, hits mostly cytotoxic | hit rate 0.97% among 55,000 | AID 904;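 also: 0% = DMSO only and -100% = full killing by 100 µM tamoxifen; nearly all actives have a fitted effect of over 50% in size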
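Luminescent ATP signal reported cell survival after H1299 lines (neo, p53 null; or p53 A138V) received up to 46 uM compound and 24 hr incubation at 39C.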
Numbers without * were called inactive; ? = inconclusive; · = not tested or not shown; & = joins results of further samples; ! = repeats disagree; [ ] = dose if it differs, or a comment. Calls follow the shape of the dose curve; as a rule, active = well fitted curve in the direction sought with a large enough effect; inconclusive = small, poorly fitted or top-dose-only effect, or another doubt; inactive = no such curve, though single readings can be large; an effect the other way counts as inactive or inconclusive. Unless noted, % is scaled to controls: 0 for no effect and ±100 for the full control effect; potency is read from the fitted curve at half-maximal effect.

| canonical_smiles | NTMT1 inhibitor | FH mod | p53null 39C tox |
| --- | --- | --- | --- |
| Cc1cc2c(s1)c1cnn(Cc3cccc(C(F)(F)F)c3)c(=O)c1n2C | -3.4% | · | · |
| Cc1cc(C)n2ncc(C(=O)Nc3ccc4c(c3)OCO4)c2n1 | 0.5% | · | · |
| Cc1cc2c(s1)c1cnn(Cc3ccc(OC(F)F)cc3)c(=O)c1n2C | 3.3% | · | · |
| Cc1ccc(NC(=O)Nc2nnc(-c3ccncc3)s2)cc1C | -29.8% | · | · |
| CCOC(=O)NCCCC(=O)NCCc1ccccc1 | 8.7%[29.8 µM] | · | · |
| Nc1ccc(C(=O)Nc2ccc(-c3nc4ccccc4[nH]3)cc2)cc1Cl | ? | · | · |
| CC(=O)Nc1sc2c(c1-c1ccc3scnc3c1)CCNC2 | ? | · | · |
| C[C@@H](O)[C@@H]1NC(=O)[C@H](CCCCN)NC(=O)[C@@H](Cc2c[nH]c3ccccc23)NC(=O)[C@H](Cc2ccccc2)NC(=O)[C@@H](NC(=O)[C@H](N)Cc2ccccc2)CSSC[C@@H](C(=O)N[C@H](CO)[C@@H](C)O)NC1=O | -11.3%[57.5 µM] | · | · |
| O=C(/C=C/c1ccc(OC(F)(F)F)cc1)Nc1cccc([S+](=O)([O-])Nc2ccccc2F)c1 | 5.1%[57.5 µM] | · | · |
| O=C1CCCC2=C1C(c1cccc(C(F)(F)F)c1)N=C(Nc1nc3ccccc3o1)N2 (stereo not given) | 19.9% | · | · |
| COc1ccccc1C1=Nn2c(nnc2-c2ccccc2O)SC1 | 8.7% | · | · |
| Cc1ccc(NS(=O)(=O)c2ccc3c(c2)CC(=O)N3C)cc1C | 8.3% | · | · |
| N#Cc1c(-c2ccc(C(=O)c3ccc(O)cc3)cc2)no[n+]1[O-] | ? | · | · |
| COC(=O)C1=C(C)NC(c2ncc(F)cc2F)=N[C@@H]1c1ccc(F)cc1Cl | 19.2% | · | · |
| Fc1cc(Nc2nc(-c3ccncc3)nc3ccccc23)ccc1C(F)(F)F | -13.5%&-1.5% | · | · |
| C[C@@H]1CN(CC(=O)N2CC(C)(C)c3ncc(Cc4ccc(F)cc4)cc32)[C@@H](CN2CCOC[C@H]2C)CN1 | 79.4µM*! | · | · |
| O=S(=O)(NCCCNS(=O)(=O)c1c(F)cccc1F)c1ccc2c(c1)OCCO2 | 3.6% | · | · |
| O=C(/C=C/c1ccc([N+](=O)[O-])o1)Nc1cccc([S+](=O)([O-])Nc2ccccc2F)c1 | 3.7% | · | · |
| O=C(OCC#CCSc1nnc(-c2cccc3ccccc23)o1)c1ccc(SC(F)(F)F)cc1 | 4.3%[57.5 µM] | · | · |
| CC(C)(C)OC(=O)N1CCN(c2ccc(NCc3cc(-c4ccc(C#N)cc4)co3)cc2)CC1 | -5.7% | · | · |
| Cc1cc(C)c(S(=O)(=O)N(CCc2cccc(Br)c2)Cc2ccc(-c3cccc(S(C)(=O)=O)c3)cc2)c(C)c1 | 8.9% | · | · |
| O=C1CCCC2=C1C(c1[nH]ncc1Cl)N=C(Nc1nc3ccc(F)cc3o1)N2 (stereo not given) | 2.1% | · | · |
| COc1cccc(CNc2ccc(S(=O)(=O)Nc3cccc4ccncc34)cc2)c1O | 18.5% | · | · |
| CC(=O)c1ccc(N2CCN(S(=O)(=O)c3ccc(N4CCCC4=O)cc3)CC2)cc1 | 6.8% | · | · |
| OCc1ccc(-c2ccc3ncnc(NCCc4cnc[nH]4)c3c2)o1 | ? | · | · |
| Cc1ccc(NS(=O)(=O)c2ccc(C(=O)Nc3nc(-c4ccccc4)cs3)cc2)cc1 | 7.3% | · | · |
| CCN(CC)c1ccc(NC(=O)CN(C)Cc2c(O)ccc3ccccc23)cc1 | 12.2% | · | · |
| CN1CCN(c2cc(-c3cc(O)c4ncccc4c3)ccn2)CC1 | -10.2% | · | · |
| C[C@@H](N)C(=O)Nc1cccc(-c2nn3c(=O)cc(N4CCNCC4)nc3s2)c1 | -2.6% | · | · |
| COc1ccc(C2Nc3ccccc3C(=O)N2Cc2ccccc2)cc1COc1ccc(C#N)cc1 (stereo not given) | 16.3% | · | · |
| O=C(OCC#CCSc1nnc(-c2ccco2)o1)c1ccc(F)cc1 | -0.1% | · | · |
| CC(=O)Nc1ncc(S(=O)(=O)N2CCOCC2)s1 | -1.4% | · | · |
| O=C(O)c1cc(Br)c(O)c2ncccc12 | -8.2% | · | · |
| Cc1cc(C)n2ncc(C(=O)Nc3ccccc3)c2n1 | -2.0% | · | · |
| CNc1oc(-c2c[nH]c3ccccc23)nc1C#N | -10.5%[57.5 µM] | · | · |
| Cc1ccc(OC2=NS(=O)(=O)c3ccccc32)cc1 | 10.7% | · | · |
| O=C(OCC#CCSc1nnc(-c2cccc3ncccc23)o1)c1ccc(F)cc1 | 11.2% | · | · |
| CC(=O)N1CCN(C(=S)Nc2cc(C)ccn2)CC1 | ? | · | · |
| N[C@H]1CCN(c2cnc3c(O)ccc(C(=O)O)c3c2)C1 | -4.4% | · | · |
| CN1CCN(Cc2cc(COCc3ccccc3)c3cccnc3c2O)CC1 | 7.5% | · | · |
| CC(C)(C)OC(=O)NCC(=O)NNC(=O)c1nc2ccccc2[nH]1 | 15.4% | · | · |
| CC(C)(C)OC(=O)N1CCN(c2ccc(NCc3ccc4c(c3)OCO4)cc2)CC1 | -8.7% | · | · |
| CN1CCN(C2CCN(Cc3ccc(O)c4ncccc34)CC2)CC1 | -0.2% | · | · |
| O=C(/C=C/c1ccc(F)cc1)Nc1cccc([S+](=O)([O-])Nc2ccccc2F)c1 | 4.7% | · | · |
| Cn1nnnc1Sc1ncnc2scc(-c3cc4ccccc4o3)c12 | -10.3% | · | · |
| FC(F)(F)c1ccc(CNc2nc(-c3ccccc3C(F)(F)F)nc3ccccc23)cc1 | 22.4% | · | · |
| CC(C)(C)OC(=O)NCCOCCOCCOCCn1ncc2c1CCCC2NC(=O)c1ccccn1 (stereo not given) | 10.4% | · | · |
| Cc1nc2cccc(N)c2c(=O)n1C1CCC(=O)NC1=O (stereo not given) | 4.0% | · | · |
| COc1cccc(C(=O)Nc2ccc([S+](=O)([O-])Nc3nccs3)cc2)c1O | 12.4% | · | · |
| O=C(Cc1nnc(-c2nc3ccccc3[nH]2)o1)Nc1cc(C(F)(F)F)ccc1Cl | 7.3% | · | · |
| CCOC(=O)c1cccc(NC(=O)Nc2nnc(-c3ccncc3)s2)c1 | ? | · | · |
| CCOc1cc(F)c(CCNC(=O)c2cc3sccc3n2Cc2ccccc2)cc1OCC | 15.7% | · | · |
| CN1CCN(c2cccc(Nc3nn4c(=O)c5ccc(C(F)(F)F)cc5nc4s3)c2)CC1 | ? | · | · |
| CN1CCCN(C(=O)c2cccc(-c3ccc(/C=C4/C(=O)Nc5ccc(Cl)cc54)o3)c2)CC1 | 11.2µM* | · | · |
| CCOc1ccc(CCNC(=O)c2ccccc2)cc1OCC | 3.8% | · | · |
| C=CCNc1oc(-c2ccc(-c3ccccc3)cc2)nc1C#N | -1.8% | · | · |
| COc1ccc(/C=C(\C)C2Nc3cccc4cccc(c34)N2)cc1 | 4.7% | · | · |
| Cc1nc(NC2CCCCC2)c2nc(-c3ccccc3)n(CCN3CCCCC3)c2n1 | -5.8% | · | · |
| O=C1CCc2cc(S(=O)(=O)Nc3ccccc3Cl)ccc2N1 | 1.5% | · | · |
| CCC(=O)NC(c1cc(Cl)c2cccnc2c1O)C(C)C (stereo not given) | 17.7% | · | · |

Reprinted from above (16 entries):
| canonical_smiles | NTMT1 inhibitor | FH mod | p53null 39C tox |
| --- | --- | --- | --- |
| O=C(OCC#CCSc1nnc(-c2ccco2)o1)c1ccc(F)cc1 | -0.1% | · | · |
| CC(=O)Nc1ncc(S(=O)(=O)N2CCOCC2)s1 | -1.4% | · | · |
| O=C(O)c1cc(Br)c(O)c2ncccc12 | -8.2% | · | · |
| Cc1cc(C)n2ncc(C(=O)Nc3ccccc3)c2n1 | -2.0% | · | · |
| CNc1oc(-c2c[nH]c3ccccc23)nc1C#N | -10.5%[57.5 µM] | · | · |
| Cc1ccc(OC2=NS(=O)(=O)c3ccccc32)cc1 | 10.7% | · | · |
| O=C(OCC#CCSc1nnc(-c2cccc3ncccc23)o1)c1ccc(F)cc1 | 11.2% | · | · |
| CC(=O)N1CCN(C(=S)Nc2cc(C)ccn2)CC1 | ? | · | · |
| N[C@H]1CCN(c2cnc3c(O)ccc(C(=O)O)c3c2)C1 | -4.4% | · | · |
| CN1CCN(Cc2cc(COCc3ccccc3)c3cccnc3c2O)CC1 | 7.5% | · | · |
| CC(C)(C)OC(=O)NCC(=O)NNC(=O)c1nc2ccccc2[nH]1 | 15.4% | · | · |
| CC(C)(C)OC(=O)N1CCN(c2ccc(NCc3ccc4c(c3)OCO4)cc2)CC1 | -8.7% | · | · |
| CN1CCN(C2CCN(Cc3ccc(O)c4ncccc34)CC2)CC1 | -0.2% | · | · |
| O=C(/C=C/c1ccc(F)cc1)Nc1cccc([S+](=O)([O-])Nc2ccccc2F)c1 | 4.7% | · | · |
| Cn1nnnc1Sc1ncnc2scc(-c3cc4ccccc4o3)c12 | -10.3% | · | · |
| FC(F)(F)c1ccc(CNc2nc(-c3ccccc3C(F)(F)F)nc3ccccc23)cc1 | 22.4% | · | · |

A different layout for 2 compounds above.
Below each compound: NTMT1 inhibitor, FH mod, p53null 39C tox
FC(F)(F)c1ccc(CNc2nc(-c3ccccc3C(F)(F)F)nc3ccccc23)cc1
  22.4%, ·, ·
CC(C)(C)OC(=O)NCCOCCOCCOCCn1ncc2c1CCCC2NC(=O)c1ccccn1 (stereo not given)
  10.4%, ·, ·

(further entries)
| canonical_smiles | NTMT1 inhibitor | FH mod | p53null 39C tox |
| --- | --- | --- | --- |
| O=C(OCC#CCSc1nnc(-c2cccc3ccccc23)o1)c1sc(Cl)c(Cl)c1Cl | 3.1%[57.5 µM] | · | · |
| Cc1ccc(OCCn2c(CCNC(=O)Cc3ccc(F)cc3F)nc3ccccc32)cc1 | -20.0% | · | · |
| CC(=O)Nc1ccc(OCc2cccc(C3Nc4ccccc4C(=O)N3Cc3ccco3)c2)cc1 (stereo not given) | -15.8% | · | · |
| O=C1CCc2cc(S(=O)(=O)Nc3ccncc3)ccc2N1 | 8.0% | · | · |
| CC(C)(C)c1ccc(C[C@H](C(=O)O)N2C(=O)c3ccc(C(=O)O)cc3C2=O)cc1 | 0.0%[57.5 µM] | · | · |
| COc1ccccc1NC(=O)c1cc(-c2ccc(C)c(C)c2)nc2ccccc12 | ? | · | · |
| Nc1ccc(S(=O)(=O)N2CCN(S(=O)(=O)c3ccc4c(c3)OCCO4)CC2)cc1 | 12.6% | · | · |
| CCC(=O)NC(c1ccco1)c1cc(Cl)c2cccnc2c1O (stereo not given) | -2.7%[57.5 µM] | · | · |
| O=C1c2ccccc2C(=O)N1c1ccc(O)cc1 | -2.6% | · | · |
| Cc1noc(C)c1-c1ccc2ncnc(NCc3cccc(-c4ccccc4)c3)c2c1 | 2.2%[57.5 µM] | · | · |
| COc1ccc(NC(=O)C(OC(=O)CNC(=O)c2ccccc2)c2ccccc2)cc1F (stereo not given) | 9.5%[57.5 µM] | · | · |
| CN(C)C1CCN(Cc2cc(COCc3ccccc3)c3cccnc3c2O)C1 (stereo not given) | -1.4% | · | · |
| O=C1CCCC2=C1C1(CCOCC1)N=C(Nc1nc3ccccc3o1)N2 | 14.1%[57.5 µM] | · | · |
| CCOC(=O)C1CCN(C(=O)C(C)(C)NC(=O)Nc2ccc([N+](=O)[O-])cc2)CC1 | -3.0% | · | · |
| O=C(Nc1ncc(Cc2cccc(C(F)(F)F)c2)s1)c1ccc(-c2cccc([N+](=O)[O-])c2)o1 | 23.8% | · | 13.6%[1.84 µM] |
| Nc1ccc(C(=O)N2CC3CC(CN(Cc4ccccc4)C3)C2)cc1 | ? | -2.3%[53.3 µM] | · |
| COC(=O)[C@H](c1ccccc1Cl)N1CCC2SC(=O)C=C2C1 (stereo not given in full) | 0.8%[57.5 µM] | -0.1% | · |
| CC(C)[N+](C)(C)CC(O)COc1cccc2ccccc12 (stereo not given) | 8.91µM* | -1.1%[53.3 µM] | · |
| CC(C)(C)NCC(O)c1cc(O)cc(O)c1 (stereo not given) | 9.9%[57.5 µM] | -13.5%&4.4%[53.3 µM] | · |
| O=[N+]([O-])c1ccc(Nc2ccccc2-c2ccccc2)c2nonc12 | ? | 1.4%[53.3 µM] | · |
| CN1CCC(OC(c2ccccc2)c2ccccc2)CC1 | -17.9%[57.5 µM] | -4.8%[53.3 µM] | · |
| O=c1cc(-c2ccccc2)oc2cc(O)cc(O)c12 | 4.0% | -9.5%[53.3 µM] | · |

Only part of the results is shown; rates above refer to the full screens.
